Compound activity as filed in PubChem BioAssay.
Scp-1 inhibitor: inhibitors of human Scp-1 phosphatase; AID 493091; inhibition, % at 20 µM; actives 0.88% (n = 340,000); Recombinant Scp1, phosphopeptide, malachite green phosphate absorbance; Q9GZU7;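 active = inhibition above about 50% at 20 µM, limit read from the data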;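 also: plate controls were DMSO wells with enzyme for no effect and wells lacking enzyme for full effect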
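Test system: SCP-1 phosphatase catalytic domain, residues 76-261 | Compound dosing: One concentration, 20 µM, with 1.0% DMSO | Schedule: 45 min room-temperature reaction, 5 min colour, 30 min stabiliser | Detection: Absorbance at 630 nm | Read-out basis: % inhibition of SCP-1 phosphate liberation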
CSN inh: blocks human CSN-mediated cullin deneddylation; Purified CSN, SCF-Nedd8-OG deneddylation, fluorescence polarization; inhibition, % at 12.5 µM; actives 0.38% (n = 360,000); AID 651999;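 active = pattern-corrected inhibition above about 35%, with an unprinted fluorescence ratio check between 0.5 and 1.5, limit read from the data, passing the limit was not always enough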;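 also: 0% = enzyme with substrate and 100% = substrate without enzyme; some results filed as inactive read as strong as hits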
Target sequence (Q92905 whole entry, looked up, one chain of several): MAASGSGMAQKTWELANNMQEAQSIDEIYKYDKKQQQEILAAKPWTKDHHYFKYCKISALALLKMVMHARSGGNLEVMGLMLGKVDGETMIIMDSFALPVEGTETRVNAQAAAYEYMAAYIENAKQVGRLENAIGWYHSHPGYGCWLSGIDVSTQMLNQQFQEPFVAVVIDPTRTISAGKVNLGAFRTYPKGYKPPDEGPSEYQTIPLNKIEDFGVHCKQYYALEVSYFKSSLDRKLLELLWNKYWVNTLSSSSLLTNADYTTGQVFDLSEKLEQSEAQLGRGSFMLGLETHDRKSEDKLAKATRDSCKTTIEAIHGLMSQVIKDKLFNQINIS
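Detection – fluorescence polarization · System – HEK293T-derived human Csn5 enzyme · Controls – substrate-only high control, full reaction low control · Timing – 90 min, room temperature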
DNMT1 block: DNMT1 (human) enzyme inhibition | AID 588458 | P26358 | actives 0.83% (n = 360,000) | DNMT1 molecular beacon, Hinp1I cleavage, fluorescence | inhibition (reported as % activation of signal), % at 10 µM; in the data active = inhibition above about 50%
LMPTP block: LMPTP (human) inhibition; recombinant LMPTP-A, OMFP fluorogenic substrate, fluorescence intensity; inhibition, % at 20 µM; actives 0.22% (n = 360,000); AID 651560;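 active = compounds that cut the enzyme signal by at least half of the control window in the single-dose screen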;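 also: plate controls were DMSO wells with enzyme plus substrate for no effect and substrate without enzyme for full effect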
Target sequence (P24666 whole entry, looked up): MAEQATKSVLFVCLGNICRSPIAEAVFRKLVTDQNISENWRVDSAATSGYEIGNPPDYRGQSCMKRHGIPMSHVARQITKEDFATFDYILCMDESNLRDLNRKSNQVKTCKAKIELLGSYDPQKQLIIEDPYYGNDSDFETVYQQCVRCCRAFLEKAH
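Test system – LMPTP-A enzyme · Amount – LMPTP-A at 0.625 nM final in the reaction · Buffer or medium – Bis-Tris pH 6.0, DTT, detergent · Reagent – OMFP 400 µM · Doses – single 20 µM dose · Schedule – reaction 50 min, room temperature, dark · Detection – fluorescence intensity of OMFP turnover product · Evaluation – percent inhibition versus substrate-only and uninhibited controls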
STEP inh: inhibitors of human striatal-enriched phosphatase STEP; inhibition, % at 20 µM; recombinant STEP, OMFP fluorogenic substrate, fluorescence; P54829; actives 0.25% (n = 360,000);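 active = inhibition at 20 µM, scaled per plate between control wells, above about 37%, limit read from the data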;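 also: 0% = DMSO with enzyme and substrate and 100% = substrate only without enzyme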
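medium = Bis-Tris buffer pH 6.0, 2.5 mM DTT, 0.005% Tween 20 | test system = STEP (striatal-enriched tyrosine phosphatase) enzyme, cell-free | measure = normalized % inhibition | compound dosing = 20 µM, 1% DMSO | also added = 25 µM OMFP | schedule = reaction 20 min, ambient temperature | measured by = fluorescence read at 480 nm ex / 540 nm em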
NadD inh: NadD (S. aureus) enzyme inhibition; actives 0.78% (n = 360,000); purified NadD enzyme, colorimetric absorbance read-out; inhibition, % at 20 µM; in the data active = inhibition above about 26%; also: some compounds past the cut are filed as inactive
TbMetRS inhib: Trypanosoma brucei MetRS inhibition; purified T. brucei MetRS, ATP depletion, Kinase-Glo luminescence; inhibition, % at 11.9 µM; actives 0.4% (n = 360,000);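 active = inhibition above a per-plate cutoff of the control wells' mean inhibition plus 3 SD, cut at about 5.5% in these data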;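 also: 0% = DMSO wells median and 100% = median of wells with control inhibitor compound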
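System: purified T. brucei MetRS enzyme / Detection: Kinase-Glo luciferase luminescence reporting remaining unconsumed ATP / Medium: HEPES buffer with MgCl2, KCl, DTT, spermine, BSA, pyrophosphatase / Replication: singlicate, one well per compound / Evaluation: percent inhibition relative to median high and low control wells / Schedule: 2 h aminoacylation at 25 °C after 15 min preincubation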
Rpn11 block: inhibitors of human proteasome Rpn11; AID 588493; calls only at 20 µM; actives 0.59% (n = 360,000); human 26S proteasome, Ub4-pepOG fluorescence polarization; 20S core pre-blocked with epoxomicin;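 active = inhibition at 20 µM, scaled to each plate's controls, above about 33%, limit read from the data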
Target sequence (O00487 whole entry, looked up): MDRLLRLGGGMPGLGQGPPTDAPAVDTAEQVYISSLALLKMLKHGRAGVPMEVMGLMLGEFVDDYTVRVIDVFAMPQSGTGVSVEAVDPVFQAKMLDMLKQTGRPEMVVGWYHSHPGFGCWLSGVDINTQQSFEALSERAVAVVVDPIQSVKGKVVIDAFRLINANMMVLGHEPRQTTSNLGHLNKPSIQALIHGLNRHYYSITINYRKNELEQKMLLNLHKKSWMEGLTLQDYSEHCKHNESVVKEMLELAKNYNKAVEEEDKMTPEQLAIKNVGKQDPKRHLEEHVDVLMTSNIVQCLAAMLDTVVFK
MsrA inhibitor: inhibitors of bovine MsrA | purified bovine MsrA, absorbance read-out | inhibition, % at 15.5 µM | actives 0.75% (n = 360,000) | AID 651718; in the data active = inhibition above about 4.5%;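 also: 0% = vehicle wells with enzyme and 100% = reference inhibitor wells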
SUMO1 PPI mod: alters human SUMO1 binding to SIM partners; P63165; SUMO1 binding to a labelled peptide, TR-FRET, 1 h; inhibition, % at 20 µM; actives 0.33% (n = 360,000); AID 602429; in the data active = inhibition above about 37%
Target sequence (P63165 whole entry, looked up): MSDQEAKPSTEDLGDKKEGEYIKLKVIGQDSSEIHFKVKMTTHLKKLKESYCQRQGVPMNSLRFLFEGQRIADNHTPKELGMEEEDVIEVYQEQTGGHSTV
An asterisk follows results filed as active; i = inactive; / = not tested or not shown. Outcome played no part in choosing rows; overall some 3.9% were active at least once.

SMILES	Scp-1 inhibitor	CSN inh	DNMT1 block	LMPTP block	STEP inh	NadD inh	TbMetRS inhib	Rpn11 block	MsrA inhibitor	SUMO1 PPI mod
COc1ccc(C(C(=O)NC2CCCC2)N(C(=O)c2ccoc2C)c2ccc(C)cc2)cc1 (stereo not drawn)	-8	2	-4	0.8	2	6	-0.1	i	0.2	-1
COC(=O)C1CCN(C(=O)c2ccc3oc(Cc4ccc(Cl)cc4)nc3c2)CC1	1	-3	3	0.6	1	-5	-0.5	i	-0.5	4
O=C(CNC(=O)c1ccc2c(c1)OCO2)N/N=C/c1cccc([N+](=O)[O-])c1	-3	3	-1	-0.3	-2	-4	-0.6	i	-0.5	-16
Cc1ccc(S(=O)(=O)NNC(=O)CCCCC(=O)NNS(=O)(=O)c2ccc(C)cc2)cc1	5	-3	3	-0.8	0	-1	-0.9	i	1.0	0
COc1ccc(C(=O)N/C(=C\c2cn(S(=O)(=O)N(C)C)c3ccccc23)C(=O)NCCN2CCOCC2)cc1OC	-8	-1	1	-1.5	2	-11	-0.5	i	0.3	-8
O=C(CSc1nnc(-c2ccccc2F)n1C1CC1)Nc1cccnc1Cl	-5	3	-4	-1.0	1	-5	0.3	i	-0.7	-1
CCCC1=Nc2cc(C(=O)NCCCN3CCOCC3)ccc2Sc2ccccc21	6	-2	-1	0.5	3	-5	-0.1	i	1.1	-1
CCOC(=O)CNC(=O)C12CC3CC(C1)CC(c1ccc(C)cc1)(C3)C2	-9	7	3	0.2	2	-10	-0.9	i	0.5	1
CCOC(=O)C(NC(C)=O)C(=O)Nc1c(C)cccc1C (stereo not drawn)	-7	6	-2	-0.3	-3	-4	0.0	i	0.5	-2
O=C1C=C(c2ccccc2)C(c2ccccc2)C1 (stereo not drawn)	-8	-3	-1	1.1	0	-2	0.0	i	-0.5	-10
O=C(/C=C/c1ccccc1)Nc1ccc(Cl)cn1	-5	0	2	-0.4	2	-4	0.1	i	1.0	2
N#CCSc1nnc(-c2ccc(F)cc2)n1N	-1	12	92*	-1.5	-1	-4	-0.3	i	-1.2	3
Cc1cccc(N2CCN(S(=O)(=O)c3c(C(=O)N4CCCCC4)c(C)n(C)c3C)CC2)c1C	-4	1	-3	0.9	1	1	0.6	i	-1.0	-1
N=c1ccn(Cc2ccc(Cl)c(Cl)c2)cc1	-11	2	-1	-0.5	-1	3	-1.9	i	-1.0	2
CCNC(=O)N1C(=O)C2(OCCO2)c2cc(Br)ccc21	-5	-2	-4	0.6	-2	4	0.1	i	1.1	-1
CN(C)CCNc1cccc2sc3ccc(O)cc3c(=O)c12	/	15	56*	0.9	1	-2	-0.2	i	0.2	-37
Cc1cc(N2CCOCC2)ccc1/C=C1\NC(=O)N(CC(=O)Nc2ccc(F)cc2)C1=O	1	5	-5	0.6	0	10	0.1	i	5.6*	-14
COc1cc(/C=C(\C#N)C(=O)NCC2CCCO2)ccc1OC(C)C (stereo not drawn)	-4	0	0	-2.3	4	2	-0.4	i	0.5	-21
Cc1ccccc1NC(=O)c1ccc(NS(=O)(=O)c2cc(C(C)(C)C)cc(C)c2C)cc1	-14	-6	-17	3.7	-3	41*	-0.3	i	1.2	-4
CCOc1ccc(OCCNCc2ccc(OC(C)C(=O)N(C)C)c(OCC)c2)cc1 (stereo not drawn)	-5	0	-2	-2.9	1	-11	-0.1	i	1.0	-3
CC1(OC(=O)CCc2ccccc2)C(=O)C=C2C=C(c3ccc(C#N)cc3)N(CCc3ccccn3)C=C2C1=O (stereo not drawn)	-6	-7	-13	0.4	2	3	-0.1	i	1.3	-9
C=CCn1c(=NC(=O)C2CCCCC2)sc2cc(NC(C)=O)ccc21	-13	0	51*	-0.4	1	-8	-0.5	i	0.3	-7
CC(C)CCNC(=O)C1(c2cccs2)CCOCC1	-12	7	0	-1.4	-2	-1	-0.4	i	-0.9	7
O=C(Cc1ccccc1)N/N=C/c1cccnc1	-9	3	0	-2.3	-2	0	-0.8	i	-1.4	-8
O=C(NNC(=S)NC(=O)c1ccco1)c1ccc(NC(=O)c2ccccc2)cc1	-5	-4	3	0.2	0	11	0.0	i	5.2*	5
Cc1ccc(S(=O)(=O)N(CCC#N)CCN2CCCC2)cc1	-8	4	-1	1.8	-6	0	-0.7	i	-0.7	2
CCn1ncc(C2C(C(=O)Nc3ccc(C)cn3)=C(C)NC3=C2C(=O)CCC3)c1C (stereo not drawn)	0	-5	1	-0.2	1	-5	-0.3	i	3.5	-2
O=C(NNC(=O)C1CCN(Cc2ccc(F)cc2Cl)CC1)Nc1ccc([N+](=O)[O-])cc1	0	2	1	2.9	0	-4	0.4	i	0.7	-16
O=C(NCC1CCCCC1)C1CCN(C(=O)NC2CCCCC2)CC1	-8	-6	-1	-1.8	0	-2	0.1	i	0.1	0
O=S1(=O)CC(O)C(NCc2cccnc2)C1 (stereo not drawn)	19	1	9	-0.7	0	-1	-1.4	i	0.3	2
C=CCN1C(=O)c2ccc(C(=O)NCC(=O)Nc3c(C)cc(C)cc3C)cc2C1=O	-4	-2	1	0.4	0	4	-0.3	i	-0.3	-27
CSc1ncnc2c1ccn2CC(=O)Nc1ccc(C)c(C)c1	-7	2	4	-0.7	-5	-2	-0.4	i	0.5	0
COCCCNC(=O)c1c[nH]c2ccc(S(=O)(=O)N3CCC4(CC3)OCCO4)cc2c1=O	-7	5	0	0.4	1	3	1.1	i	-0.4	0
CC1Cc2ccccc2N1C(=O)CSc1nnc(C2CC2)n1C (stereo not drawn)	-9	-2	0	-0.4	-2	1	-0.2	i	-1.3	-1
O=C(Nc1ccccc1Cc1ccccc1)c1ccncc1	-2	1	2	-0.8	-2	-8	-0.5	i	0.7	-1
Cc1ccc(S(=O)(=O)N2CCN(c3ccc([N+](=O)[O-])c(Sc4nncn4C)c3)CC2)cc1	4	-15	-2	0.9	3	12	-0.5	i	-0.3	-21
CCSC1=N/C(=C\c2ccc(C)s2)C(=O)S1	-30	-3	4	2.9	1	5	0.1	i	-0.1	-5
N=c1n(CCN2CCCCC2)c2ccccc2n1CC(O)c1ccco1 (stereo not drawn)	-7	-1	0	-0.3	-2	-6	0.1	i	0.2	3
N#CCC(=O)Nc1ccc(C(=O)OCC(=O)Nc2cccc(C(F)(F)F)c2)cc1	-8	3	-27	2.0	-2	6	0.2	i	0.6	0
O=C(c1ccc(N2CCCC2=O)cc1)N1CCN(c2ccccc2Cl)CC1	-6	-2	0	-0.4	0	3	-0.4	i	0.0	8
CC1CCC(NC(=O)C2CCN(S(=O)(=O)c3ccc4nc5c(c(C(=O)O)c4c3)CC(C)CC5)CC2)CC1 (stereo not drawn)	-3	-6	-2	-1.0	-2	9	0.5	i	2.0	4

Molecules listed so far that have four or more nitrogen atoms:
SMILES	Scp-1 inhibitor	CSN inh	DNMT1 block	LMPTP block	STEP inh	NadD inh	TbMetRS inhib	Rpn11 block	MsrA inhibitor	SUMO1 PPI mod
O=C(CNC(=O)c1ccc2c(c1)OCO2)N/N=C/c1cccc([N+](=O)[O-])c1	-3	3	-1	-0.3	-2	-4	-0.6	i	-0.5	-16
Cc1ccc(S(=O)(=O)NNC(=O)CCCCC(=O)NNS(=O)(=O)c2ccc(C)cc2)cc1	5	-3	3	-0.8	0	-1	-0.9	i	1.0	0
COc1ccc(C(=O)N/C(=C\c2cn(S(=O)(=O)N(C)C)c3ccccc23)C(=O)NCCN2CCOCC2)cc1OC	-8	-1	1	-1.5	2	-11	-0.5	i	0.3	-8
O=C(CSc1nnc(-c2ccccc2F)n1C1CC1)Nc1cccnc1Cl	-5	3	-4	-1.0	1	-5	0.3	i	-0.7	-1
N#CCSc1nnc(-c2ccc(F)cc2)n1N	-1	12	92*	-1.5	-1	-4	-0.3	i	-1.2	3
Cc1cccc(N2CCN(S(=O)(=O)c3c(C(=O)N4CCCCC4)c(C)n(C)c3C)CC2)c1C	-4	1	-3	0.9	1	1	0.6	i	-1.0	-1
Cc1cc(N2CCOCC2)ccc1/C=C1\NC(=O)N(CC(=O)Nc2ccc(F)cc2)C1=O	1	5	-5	0.6	0	10	0.1	i	5.6*	-14
O=C(NNC(=S)NC(=O)c1ccco1)c1ccc(NC(=O)c2ccccc2)cc1	-5	-4	3	0.2	0	11	0.0	i	5.2*	5
CCn1ncc(C2C(C(=O)Nc3ccc(C)cn3)=C(C)NC3=C2C(=O)CCC3)c1C (stereo not drawn)	0	-5	1	-0.2	1	-5	-0.3	i	3.5	-2
O=C(NNC(=O)C1CCN(Cc2ccc(F)cc2Cl)CC1)Nc1ccc([N+](=O)[O-])cc1	0	2	1	2.9	0	-4	0.4	i	0.7	-16
CSc1ncnc2c1ccn2CC(=O)Nc1ccc(C)c(C)c1	-7	2	4	-0.7	-5	-2	-0.4	i	0.5	0
CC1Cc2ccccc2N1C(=O)CSc1nnc(C2CC2)n1C (stereo not drawn)	-9	-2	0	-0.4	-2	1	-0.2	i	-1.3	-1
Cc1ccc(S(=O)(=O)N2CCN(c3ccc([N+](=O)[O-])c(Sc4nncn4C)c3)CC2)cc1	4	-15	-2	0.9	3	12	-0.5	i	-0.3	-21
N=c1n(CCN2CCCCC2)c2ccccc2n1CC(O)c1ccco1 (stereo not drawn)	-7	-1	0	-0.3	-2	-6	0.1	i	0.2	3
